FUS yeast rescue – qHTS for Suppressors of FUS Proteinopathy: Primary screen using FUS-linked yeast assay. S. cerevisiae FUS-expressing, growth rescue, OD600, 24 h. Potency, µM (top dose mostly 76.6 µM), inactives show at the highest dose growth rescue (activation), most hits filed as activators. hit rate 0.24% among 390,000. AID 1347120, 2019;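 also: potency is read from the fitted curve at half-maximal effect; plate controls were DMSO vehicle for no effect and reference control for full effect; nearly all actives have a fitted effect of over 55% in size; some results filed as inactive show a strong effect at the top dose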
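Galactose (2%) drives FUS expression in yeast precultured in raffinose; seeding density OD 0.005. Test compounds incubated 24hr at 30C and 99% humidity before absorbance at 600 nm was measured.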
EPAC1 antagonist – qHTS for Antagonist of cAMP-regulated guanine nucleotide exchange factor 3 (EPAC1): primary screen. EPAC1 GEF assay, Rap1b-BODIPY-GDP exchange fluorescence. Rap guanine nucleotide exchange factor 3 (Homo sapiens), O95398. Potency, µM (titrated, usually from 115 µM), without a hit: at the highest dose activity change, negative = inhibition, most hits filed as inhibitors. hit rate 0.14% among 360,000;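 also: potency is read from the fitted curve at half-maximal effect; plate controls were vehicle for no effect and positive control for full effect; nearly all actives have a fitted effect of over 50% in size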
WRN helicase inh – qHTS for Inhibitors of WRN Helicase; AID 651768, 2012; WRN helicase unwinding, fluorescent forked duplex, kinetic; Potency, µM (doses to about 114 µM), for inactives: at the highest dose activity change, negative = inhibition, usual class: inhibitors; hit rate 0.46% among 360,000; also: potency is read from the fitted curve at half-maximal effect; % is scaled to controls: 0 for no effect and ±100 for the full control effect; nearly all actives have a fitted effect of over 55% in size
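WRN at 20 nM final was preincubated with compound for 15 min at room temperature; reaction started with 100 nM forked duplex oligonucleotide carrying fluorophore and quencher plus 2 mM ATP (final). Unwinding followed kinetically by red fluorescence (ex 525/em 598 nm).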
aSyn rescue – qHTS of alpha-syn Inhibitors; AID 652106, 2013; Potency, µM (doses to about 46.1 µM), for inactives: top-dose growth rescue (activation), most hits filed as activators; Yeast expressing alpha-synuclein, growth rescue, BacTiter-Glo, 24 h; hit rate 0.14% among 370,000; also: potency is read from the fitted curve at half-maximal effect; % of control where 0% means no effect; nearly all actives have a fitted effect of over 65% in size
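Readout is rescue of growth in alpha-synuclein-expressing yeast, so inhibitors of toxicity appear as activators. Growth after 24 hr at 30 deg C in galactose medium is quantified by luminescence.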
PLK1 PBD block – qHTS for Inhibitors of PLK1-PDB (polo-like kinase 1 - polo-box domain): Primary Screen; Serine/threonine-protein kinase PLK1 (Homo sapiens), P53350; Plk1 PBD binding of FITC phosphopeptide, fluorescence polarization; Potency, µM, without a hit: max response, negative = inhibition, hits mostly inhibitors; hit rate 2.8% among 360,000; AID 720504, 2013; also: potency is read from the fitted curve at half-maximal effect; series mostly up to about 57 µM; % is scaled to controls: 0 for no effect and ±100 for the full control effect; nearly all actives have a fitted effect of over 65% in size
Target sequence (P53350 whole entry, looked up, the tested form may be a part): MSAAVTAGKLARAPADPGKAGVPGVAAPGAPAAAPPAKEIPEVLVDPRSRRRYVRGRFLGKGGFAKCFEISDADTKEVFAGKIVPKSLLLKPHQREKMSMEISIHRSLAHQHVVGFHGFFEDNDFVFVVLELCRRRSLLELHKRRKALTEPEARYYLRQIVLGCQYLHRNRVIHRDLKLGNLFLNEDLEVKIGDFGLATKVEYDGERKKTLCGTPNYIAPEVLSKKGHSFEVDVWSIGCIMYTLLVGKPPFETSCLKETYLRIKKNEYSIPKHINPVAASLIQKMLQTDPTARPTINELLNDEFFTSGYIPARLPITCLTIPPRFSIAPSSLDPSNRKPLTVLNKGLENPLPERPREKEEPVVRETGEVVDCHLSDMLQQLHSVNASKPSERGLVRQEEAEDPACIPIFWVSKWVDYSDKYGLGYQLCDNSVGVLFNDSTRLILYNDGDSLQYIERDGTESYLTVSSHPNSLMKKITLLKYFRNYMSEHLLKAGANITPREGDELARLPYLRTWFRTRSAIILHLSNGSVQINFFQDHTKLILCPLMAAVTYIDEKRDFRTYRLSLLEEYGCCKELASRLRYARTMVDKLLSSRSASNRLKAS
EPAC1 agonist – qHTS for Agonist of cAMP-regulated guanine nucleotide exchange factor 3 (EPAC1): primary screen. EPAC1 agonist qHTS, biochemical assay; response scale: 100% = response to 6.5 mM cAMP. AID 720707, 2013. Potency, µM (highest dose often 154 µM), without a hit: at the highest dose activation, usual class: activators. Rap guanine nucleotide exchange factor 3 (Homo sapiens), O95398. hit rate 0.073% among 360,000; also: potency is read from the fitted curve at half-maximal effect; nearly all actives have a fitted effect of over 60% in size
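Compounds were pinned as a concentration titration into mixtures of EPAC1 (100 nM), BODIPY-GDP-loaded Rap1B (250 nM) and GDP (50 uM). After 5 min at room temperature, fluorescence was followed for 30 min; activity was scaled to 6.5 mM cAMP.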
IL-2 act – qHTS of IL-2 Activators. IL-2 activation reporter assay, cell-based qHTS; stimulated with anti-CD3/CD4/CD28 beads; in transgenic mouse T cells. activation, % (series mostly up to about 46 µM). hit rate 0.065% among 360,000. AID 652025, 2013; in the data active = activation above about 50%; inconclusive = mostly about 30% to 49%; also: 0% is about no effect
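Screening format: compound pinned onto unstimulated transgenic mouse T cells, 60 min incubation, then anti-CD3/anti-CD4/anti-CD28 bead stimulation for 18 hours at 37 degrees C, followed by EGFP and DsRed detection.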
Abeta yeast res – qHTS for compounds that reverse cellular toxicity of Amyloid beta (A-beta) peptide in yeast: Primary Screen; hit rate 0.063% among 410,000; Potency, µM (doses to about 46.1 µM), without a hit: at the top dose growth rescue, most hits filed as activators; yeast expressing A-beta42, growth rescue, OD600, 48 h; response scale: 0% DMSO, 100% iron-clioquinol control; also: potency is read from the fitted curve at half-maximal effect; nearly all actives have a fitted effect of over 55% in size
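Yeast growth medium received pinned compounds, then yeast cells expressing toxic A-beta were added; plates incubated at 30 C for 48 hr. Growth read as absorbance at 600 nm, normalized to DMSO and equimolar FeCl3 plus clioquinol controls.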
PI5P4K alpha inh – qHTS for Inhibitors of phosphatidylinositol 5-phosphate 4-kinase (PI5P4K). Phosphatidylinositol 5-phosphate 4-kinase type-2 alpha (Homo sapiens), P48426. PI5P4Kalpha enzyme, ADP-Glo luminescence, 60 min; active compounds read low. max response, %. hit rate 1.2% among 330,000; active = max response of -50% or lower; inconclusive = between -30% and -50%; inactive = -30% or higher; also: value at the top dose of about 77 µM; % is scaled to controls: 0 for no effect and ±100 for the full control effect
Target sequence (P48426 whole entry, looked up): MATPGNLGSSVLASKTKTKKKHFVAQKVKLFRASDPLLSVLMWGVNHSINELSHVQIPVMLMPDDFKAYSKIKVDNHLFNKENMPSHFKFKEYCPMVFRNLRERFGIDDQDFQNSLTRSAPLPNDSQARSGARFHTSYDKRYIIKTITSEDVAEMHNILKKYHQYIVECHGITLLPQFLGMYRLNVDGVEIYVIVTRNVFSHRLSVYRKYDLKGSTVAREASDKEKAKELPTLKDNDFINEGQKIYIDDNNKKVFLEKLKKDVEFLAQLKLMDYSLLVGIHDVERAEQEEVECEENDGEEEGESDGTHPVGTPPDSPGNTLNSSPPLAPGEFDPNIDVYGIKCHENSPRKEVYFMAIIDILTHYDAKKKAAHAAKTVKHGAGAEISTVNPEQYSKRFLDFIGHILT
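Reactions run in 0.038 M HEPES pH 7.4, 0.28 mM EGTA, 0.1% CHAPS and 5% DMSO, with PI5P4Kalpha, substrate, compound and 5 microM ATP final, one hour at room temperature. Readout is ADP-Glo luminescence.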
* = called active by the depositor; ? = inconclusive; / = not tested or not shown; & = joins results of further samples; [ ] = remark or other dose. Unless noted, calls follow the shape of the dose curve; as a rule, active = well fitted curve in the direction sought with a large enough effect; inconclusive = small, poorly fitted or top-dose-only effect, or another doubt; inactive = no such curve, though single readings can be large; an effect the other way counts as inactive or inconclusive.

Molecule,FUS yeast rescue,EPAC1 antagonist,WRN helicase inh,aSyn rescue,PLK1 PBD block,EPAC1 agonist,IL-2 act,Abeta yeast res,PI5P4K alpha inh
COc1cc(OC)cc(C2=NCCN2)c1,-9%,-7%,-2%,-1%,2%,1%,0.4,4%,-1
COc1ccc(C(=O)Nc2ccccc2C(=O)N2CCOCC2)cc1,16%,26%,7%,2%,-13%,4%,0.1,-6%,-4
COc1ccc(CNC(=O)CSc2cc(=O)n(C)c3ccccc23)cc1,15%,2%,-5%,-8%,-13%,3%,-2.9,4%,0
O=c1[nH]nc(Cc2ncc(C(F)(F)F)cc2Cl)c2ccccc12,2%,12%,15%,-1%,-9%,7%,-0.3,9%,0
CN1C(=O)c2cccc(NC(=O)C3CCCCC3)c2C1=O,6%,-1%,0%,4%,0%,-6%,5.7,-21%,2
O=C(O)Cc1cccc2c(=O)cc(-c3ccccc3)oc12,0%,-1%,4%,5%,-3%,15%,-0.5,-11%,-1
Cc1ccc(OCCNC(=O)c2cccc(S(=O)(=O)NCc3ccccc3)c2)cc1,2%,-15%,-1%,0%,1%,9%,-3.9,11%,-7
Cc1ccc(NS(=O)(=O)c2cc(C(=O)NCc3ccccn3)ccc2Cl)cc1,10%,-6%,3%,1%,-20%,7%,-1.2,5%,/
CC(NC(=O)c1ccc(S(C)(=O)=O)cc1)c1cccc2ccccc12 (stereo not drawn),16%,23%,1%,-2%,-9%,2%,-0.1,-10%,4
Cc1ccc(-n2c(N)c(C(=O)N3CCN(C)CC3)sc2=S)cc1,6%,4%,-20%,-6%,3µM*,-1%,2.5,-6%,/
CCOC(=O)N1CCN(c2cc(NCCO)c([N+](=O)[O-])c3nonc23)CC1,8%,3%,-6%,-24%,1%,6%,0.2,-4%,6
CCn1c(=O)c(C(=O)NCCCO)c(O)c2ccccc21,-2%,-1%,5%,2%,-8%,-5%,-0.5,-3%,11
Cc1cc(=O)n2nc(N3CCCC(C(=O)NCc4ccc5c(c4)OCO5)C3)sc2n1 (stereo not drawn),15%,-9%,-10%,2%,-9%,6%,-0.2,7%,-8
COc1ccccc1-n1c(CNC(=O)c2ccccc2)nnc1SCC(=O)Nc1nnc(C)s1,-3%,-25%,9%,0%,2%,-2%,-1.6,6%,-17
COc1ccc(-c2nc(NC(=O)C3CC(=O)N(c4ccc5c(c4)OCCO5)C3)sc2C)cc1 (stereo not drawn),?,-12%,-7%,-1%&14%,-6%,5%,-3.0,18%,-17

A draw from above in order of molar mass, smallest number first.
Molecule,FUS yeast rescue,EPAC1 antagonist,WRN helicase inh,aSyn rescue,PLK1 PBD block,EPAC1 agonist,IL-2 act,Abeta yeast res,PI5P4K alpha inh
COc1cc(OC)cc(C2=NCCN2)c1,-9%,-7%,-2%,-1%,2%,1%,0.4,4%,-1
Cc1ccc(NS(=O)(=O)c2cc(C(=O)NCc3ccccn3)ccc2Cl)cc1,10%,-6%,3%,1%,-20%,7%,-1.2,5%,/
Cc1ccc(OCCNC(=O)c2cccc(S(=O)(=O)NCc3ccccc3)c2)cc1,2%,-15%,-1%,0%,1%,9%,-3.9,11%,-7

Remaining list, next part
Molecule,FUS yeast rescue,EPAC1 antagonist,WRN helicase inh,aSyn rescue,PLK1 PBD block,EPAC1 agonist,IL-2 act,Abeta yeast res,PI5P4K alpha inh
CCOC(=O)c1ccc(S(=O)(=O)NC2CCC(C)CC2)cc1 (stereo not drawn),11%,-6%,-9%,10%,1%,-2%,-0.5,-7%,0
O=S(=O)(c1ccccc1)C1Cc2ccccc2C1Cl (stereo not drawn),20%,3%,-3%,-1%,-15%,9%,0.5,-6%,0
O=C(CSc1c(Cl)cccc1Cl)N1CCC(c2nc3ccccc3s2)CC1,9%,-20%,-14%,?,-16%,16%,0.3,-16%,12
O=C(CCC(=O)N1CCN(c2ccccn2)CC1)c1ccc(Cl)s1,/,-13%,-19%,-6%,-12%,-13%,0.2,-7%,-55*
O=C(COC(=O)c1ccc(OC(F)F)cc1)NCCCN1CCCC1=O,-38%,0%,-4%,-4%,-14%,8%,-2.6,-2%,-1
COc1ccc(OC)c(-n2c(C)cc(/C=C3\C(=N)N4N=C(CC(=O)N5CCOCC5)SC4=NC3=O)c2C)c1,23%,9%,-10%,1%,-16%,8%,0.9,10%,-1
Cc1ccc(N(C(=O)c2csnn2)C(C(=O)NC2CCCCC2)c2cccnc2)cc1C (stereo not drawn),26%,-6%,0%,5%,-4%,-12%,-0.7,-10%,0
CC(C)OC(=O)c1c(NC(=O)c2cccs2)sc2c1CCCC2,22%,17%,3%,6%,-4%,-2%,3.4,22%,/
Cc1cc(C)cc(N(CCC(=O)Nc2nnc(C)s2)S(=O)(=O)c2ccc(Cl)cc2)c1,-2%,8%,11%,8%,-5%,9%,-2.4,0%,1
Cc1ccc2c(c1)[C@H]1[C@H](CO2)[C@H](c2ccccc2)[C@]2(C)C(=O)Nc3ccc(F)cc3C(=O)N12,-17%,2%,0%,-5%,-1%,-30%[inhibitor],0.0,7%,1
COc1ccc(NC(=O)C2CCN(S(=O)(=O)c3ccc4c(c3)NC(=O)CO4)CC2)cc1,-11%,-10%,-3%,2%,-3%,19%,-1.5,-7%,2
Nc1nnnn1N=C1CCCCC1,-14%,5%,5%,-1%,-7%,-8%,0.2,1%,15
Clc1cccc(Cl)c1-c1noc(-c2ccno2)n1,-30%,5%,5%,-1%,5%,-3%,0.2,-3%,4
Cc1c(OC(C)C(=O)NCCN2CCOCC2)ccc2c3c(c(=O)oc12)CCCC3 (stereo not drawn),14%,8%,-2%,-3%,-15%,-2%,-2.7,10%,1
CCCCc1cc(=O)oc2c(C)c(OCC(=O)NCCN3CCOCC3)ccc12,1%,20%,-9%,0%,-18%,5%,-2.3,-6%,3

Some of the entries above in another layout:
Results follow in this order: FUS yeast rescue | EPAC1 antagonist | WRN helicase inh | aSyn rescue | PLK1 PBD block | EPAC1 agonist | IL-2 act | Abeta yeast res | PI5P4K alpha inh
O=C(CCC(=O)N1CCN(c2ccccn2)CC1)c1ccc(Cl)s1
    / | -13% | -19% | -6% | -12% | -13% | 0.2 | -7% | -55*
O=C(COC(=O)c1ccc(OC(F)F)cc1)NCCCN1CCCC1=O
    -38% | 0% | -4% | -4% | -14% | 8% | -2.6 | -2% | -1
COc1ccc(OC)c(-n2c(C)cc(/C=C3\C(=N)N4N=C(CC(=O)N5CCOCC5)SC4=NC3=O)c2C)c1
    23% | 9% | -10% | 1% | -16% | 8% | 0.9 | 10% | -1

(more compounds)
Molecule,FUS yeast rescue,EPAC1 antagonist,WRN helicase inh,aSyn rescue,PLK1 PBD block,EPAC1 agonist,IL-2 act,Abeta yeast res,PI5P4K alpha inh
COc1ccc(-n2nnnc2CNC(=O)C2CC(=O)N(c3ccc(F)cc3)C2)cc1 (stereo not drawn),-23%,0%,4%,1%,-17%,9%,-1.2,-6%,-9
COC(=O)c1ccc(COc2ccc(-c3nnn(CC(=O)NC(C)(C)C)n3)cc2)cc1,/,-6%,-2%,-5%,0%,-17%,0.1,41%,6
CCOP(=O)(OCC)c1cccc(P(=O)(c2ccccc2)c2ccccc2)c1O,19%,-5%,-2%,-1%,-23%,3%,-0.6,0%,-3
O=C(NC(=S)N1CCCCCC1)c1ccc(Cl)cc1Cl,7%,-11%,-7%,-11%,-7%,2%,6.6,8%,-3
COc1ccccc1NCCC(=O)OCC(=O)Nc1ccccc1F,/,1%,8%,1%,1%,9%,-5.4,-8%,4
CCOC(=O)c1ccc(NC(=S)Nc2ccc3[nH]c(=O)[nH]c3c2)cc1,3%,-19%,-16%,0%,-15%,8%,-0.9,-4%,-9
O=c1c2ccccc2nc(/C=C/c2c[nH]c3ccccc23)n1CCO,4%,-4%,-13%,5%,-1%,-10%,-3.5,-5%,7
O=C1CN(C(=O)COc2ccc(Cl)c(Cl)c2)c2ccccc2N1,20%,-3%,-4%,-2%,-2%,22%,0.6,-4%,3
COc1ccc(C#Cc2c(C=O)n(C)c3ccccc23)cc1,19%,-4%,0%,-2%,-6%,11%,1.5,-10%,13
COc1ccc(-c2c[n+](CC(=O)c3cccs3)c3n2CCC3)cc1,22%,-9%,5%,-1%,-6%,11%,-4.3,-3%,-9
O=c1c(Br)c(NCc2ccccc2)cnn1-c1ccc(F)cc1,4%,-2%,-5%,-8%,1%,-9%,1.3,13%,-4
CCN(CC)c1ccc(C=NCCc2ccc(S(N)(=O)=O)cc2)cc1,-27%,-7%,-1%,1%,-8%,11%,-1.3,2%,9
O=C(NCCc1ccccc1)C(=O)NCC1OCCN1S(=O)(=O)c1ccc(F)cc1 (stereo not drawn),-7%,-7%,-2%,-1%,-14%,-8%,-2.9,-9%,-7

Screening results deposited in PubChem by National Center for Advancing Translational Sciences (NCATS).
